# Bioassay records as filed in PubChem BioAssay.
# Lipid storage S3: qHTS Assay for Lipid Storage Modulators in Drosophila S3 Cells | Drosophila S3 cells, BODIPY lipid droplet fluorescence, 18-24 h; cells fed with added oleic acid | lipid storage change, negative = inhibition, % at the top dose, mostly 46.1 µM; hits show Potency in µM | 320,000 compounds, 0.64% hits; active means well fitted inhibition curve with a large enough effect in the signal ratio, with a control signal flat, not every such curve was filed as active; inconclusive means small, poorly fitted or top-dose-only effect, or effect the other way, or a change in a side signal; the % refers to the signal ratio
#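 Drosophila S3 cells got compounds at several concentrations plus oleic acid (400 uM solution). Laser-scanning cytometry with 488 nm excitation read lipid droplets at 500-530 nm and cells at 575-640 nm. Percent activity was relative to 20 uM Triacsin C.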
# Lipid storage S3 cell count max: recorded beside Lipid storage S3, whose call it bears; cell number change, %; measured here: cell count max response;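 cells counted by Cell Tracker Red CMTPX staining in the red channel; peak over a dose series mostly up to 46.1 µM; percent activity relative to internal control wells on each plate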
# An asterisk follows results filed as active; i = inactive; ? = inconclusive; nt = not tested or not shown; [ ] = dose if it differs, or a comment. On the % scale 0 is the no-effect control and ±100 the full control effect; potency means the concentration at half of the fitted maximal effect. A portion of the library; rates above refer to the full screens.
1. Cc1ccc(C(=O)NC(=S)N(C)C2CCCCC2)cc1Br
2. Nc1ncn(C23CC4CC(CC(C4)C2)C3)n1
3. CS(=O)(=O)N(CC(=O)NCC1CCCO1)c1cccc(Cl)c1 (centres undefined)
4. O=C(C1=C[C@@H](C2CC2)C[C@@H](OCCCCO)O1)N1CCOCC1
5. O=C(CN1CCCCCC1)Nc1ccc(Br)cc1
assay / entry	1	2	3	4	5
Lipid storage S3	-7.1%	?	-1.3%	?	?
Lipid storage S3 cell count max	5.0	nt	nt	nt	nt

6. CC12C=CC(=O)C=C1CCC1C3CCC(O)(C(=O)CO)C3(C)CC3OC312 (centres undefined)
7. N#Cc1c(-c2ccccc2)nc(SCC(=O)N2c3ccccc3Sc3ccccc32)[nH]c1=O
8. O=C(N/N=C/c1ccncc1)C1C2CCCCCCC21 (centres undefined)
9. O=C(COC(=O)/C=C/c1ccc2c(c1)OCO2)Nc1ccccc1
10. CN1CCN(C(=S)SCC(=O)N2CCCc3ccccc32)CC1
assay / entry	6	7	8	9	10
Lipid storage S3	?	-15.1%	29.7%	?	?
Lipid storage S3 cell count max	nt	-5.3	24.0	nt	nt

11. CCN(CC)S(=O)(=O)c1ccc(NC(=O)c2ccc(Sc3nncn3C)c([N+](=O)[O-])c2)cc1
12. Oc1c(Br)cc(Br)cc1/C=N/c1nccs1
13. Cc1ccc(O)c(C(=O)c2cnc3c(c2)c(C)nn3-c2ccccc2)c1
14. COc1cc([N+](=O)[O-])ccc1NC(=S)NCc1ccccn1
15. S=C(NCc1ccccc1)NCc1ccccc1
assay / entry	11	12	13	14	15
Lipid storage S3	?	16.7%	?	10.6%	i
Lipid storage S3 cell count max	nt	10.0	nt	5.8	nt

16. CCC(=O)Nc1cccc(C(=O)/C=C/c2ccccc2)c1
17. COc1cccc(C(=O)NNC(=O)CCC(=O)O)c1
18. COc1ccc(CN2CCN(c3ccccn3)CC2)c(OC)c1
19. O=C(Nc1ccccc1Cl)c1cccc(NC(=O)c2cccs2)c1
20. Cc1ccc(S(=O)(=O)N2[C@@H](c3ccc(Cl)cc3)C(C(=O)O)=CC[C@H]2c2ccc(Cl)c(Cl)c2)cc1
assay / entry	16	17	18	19	20
Lipid storage S3	?	?	-20.0%	?	?
Lipid storage S3 cell count max	nt	nt	8.1	nt	nt

21. Cc1ccc(-c2nnc3ccc(SCC(=O)NCc4ccco4)nn23)cc1
22. CCN(CC)C(=O)Cn1cc(S(=O)(=O)CC(=O)Nc2ccc3c(c2)OCCO3)c2ccccc21
23. O=C(CCN1C(=O)C2C3C=CC(C4CC34)C2C1=O)Oc1cccc2cccnc12 (centres undefined)
24. CCOc1ccccc1Nc1cc(C)nc2nc(C)nn12
25. CCOc1cc(/C=N/NC(=O)CNc2cccc(C)c2)ccc1OC(=O)c1ccccc1
assay / entry	21	22	23	24	25
Lipid storage S3	i	1.1%	-6.0%	11.7%	?
Lipid storage S3 cell count max	nt	6.6	6.1	9.0	nt

# Gathered by group, those above containing two or more sulfur atoms (3)
7. N#Cc1c(-c2ccccc2)nc(SCC(=O)N2c3ccccc3Sc3ccccc32)[nH]c1=O
10. CN1CCN(C(=S)SCC(=O)N2CCCc3ccccc32)CC1
11. CCN(CC)S(=O)(=O)c1ccc(NC(=O)c2ccc(Sc3nncn3C)c([N+](=O)[O-])c2)cc1
assay / entry	7	10	11
Lipid storage S3	-15.1%	?	?
Lipid storage S3 cell count max	-5.3	nt	nt

# New compounds follow:
26. Cc1c(C(=O)N2CCOCC2)oc2c1C(=O)CC(C)(C)C2
27. O=C(NC1CCCCC1)c1ccc2c(=O)n(CC3CCCO3)c(=O)[nH]c2c1 (centres undefined)
28. Nc1nc(NCc2ccccc2)nc(-c2ccccc2)n1
29. O=C(NNS(=O)(=O)c1ccc(F)cc1)c1ccccc1O
30. CC1(C)Cc2c(C#N)c(NCCO)nc(-c3ccco3)c2CO1
assay / entry	26	27	28	29	30
Lipid storage S3	-12.4%	3.2%	?	23.1%	4.4%
Lipid storage S3 cell count max	-17.0	-1.9	nt	14.5	14.1

31. CCN(CC)C(=O)C(=O)c1ccn(-c2c(C)csc2C(=O)OC)c1
32. C=CCn1c(SCC(=O)Nc2ccc(Br)cc2)nc(O)c(CC)c1=O
33. CC(C)CC(NC(N)=O)C(=O)OCC(=O)Nc1ccc(SC(F)F)cc1 (centres undefined)
34. CCOC(=O)N1CCN(C(=O)c2ccc(N3C(=O)c4ccccc4C3=O)cc2)CC1
35. CC1(c2ccccc2)NC(=O)N(CC(=O)N(CC(=O)Nc2ccccc2C(F)(F)F)Cc2ccco2)C1=O (centres undefined)
assay / entry	31	32	33	34	35
Lipid storage S3	?	?	?	?	?
Lipid storage S3 cell count max	nt	nt	nt	nt	nt

36. Cc1nc2nc(-c3cccnc3)[nH]n2c(=O)c1Cc1ccccc1
37. Cc1cc(C)c([N+](=O)[O-])cc1-c1ccc(/C=N/NC(=O)c2nonc2N)o1
38. CCOC(=O)C1(Cc2cccc(Cl)c2)CCCN(CCO)C1 (centres undefined)
39. Cc1cccc(NC(=O)C2(c3ccccc3)CCOCC2)c1
40. CN(C)C(CNC(=O)NC1CCCCC1)c1cccnc1 (centres undefined)
assay / entry	36	37	38	39	40
Lipid storage S3	i	?	?	10.5%	?
Lipid storage S3 cell count max	4.5	nt	nt	-4.0	nt

41. COc1ccccc1C(=O)N/C(=C\c1ccccc1)C(=O)NC(C)C(=O)O (centres undefined)
42. O=S1(=O)C=CC(c2ccccc2)C1 (centres undefined)
43. COC(=O)CSc1nc(-c2ccccc2)cc(-c2ccco2)c1C#N
44. O=C(O)CCCCCCNC(=O)c1cncc(O)c1
45. COc1ccc(CC(=O)OCC(=O)c2ccc[nH]2)cc1
assay / entry	41	42	43	44	45
Lipid storage S3	?	?	?	?	?
Lipid storage S3 cell count max	nt	nt	nt	nt	nt

46. CCOC(=O)N1CCC(Nc2c(NCCCN(CC)c3cccc(C)c3)c(=O)c2=O)CC1
47. Cc1cccc(CC2CC(=O)N(c3ccc([N+](=O)[O-])cc3)C2=O)c1 (centres undefined)
48. COc1ccc(-c2ccc(SCC(=O)NC3CCCC3)nn2)cc1OC
49. Cc1cc(C)cc(OCC(=O)N(Cc2ccccc2)C2CCS(=O)(=O)C2)c1 (centres undefined)
50. COc1ccc(C(C)=O)cc1COc1ccc(Cl)cc1Cl
assay / entry	46	47	48	49	50
Lipid storage S3	?	i	i	i	?
Lipid storage S3 cell count max	nt	-14.9	nt	-25.4	nt

51. CCC(C)NC(=O)c1cc(C)no1 (centres undefined)
52. CCc1nc(-c2ccc(-c3ccc(OC)cc3)nc2OC)no1
53. CC(=O)CSc1ncnc2c1cnn2-c1ccccc1
54. COc1cccc2sc(NNC(=O)c3nc4ccccc4s3)nc12
55. Cc1ccc(N=C2NC(=O)/C(=C/c3cccn3C)S2)cc1C
assay / entry	51	52	53	54	55
Lipid storage S3	?	-6.6%	?	?	-17.3%
Lipid storage S3 cell count max	nt	-1.0	nt	nt	15.0

56. CC(C)(C)NC(=O)CN(C(=O)CS(=O)CC(=O)Nc1ccc(F)cc1)c1ccc(Cl)cc1 (centres undefined)
57. CCCCn1c(N)c(N(CC(C)C)C(=O)c2c(CC)noc2C)c(=O)[nH]c1=O
58. CC(=O)Nc1cccc(/C(C)=N/Nc2nc3ccccc3s2)c1
59. Cc1ccnc(NC(=O)CCC(=O)N(CC(=O)NCCc2ccccc2)Cc2ccco2)c1
60. O=C(NCc1ccco1)c1ccc2c(=O)n(CCC3=CCCCC3)c(=O)[nH]c2c1
assay / entry	56	57	58	59	60
Lipid storage S3	i	?	?	-17.3%	0.0%
Lipid storage S3 cell count max	nt	nt	nt	-15.0	1.8

# Ordered by heavy-atom count (smallest number first): some entries from above
58. CC(=O)Nc1cccc(/C(C)=N/Nc2nc3ccccc3s2)c1
57. CCCCn1c(N)c(N(CC(C)C)C(=O)c2c(CC)noc2C)c(=O)[nH]c1=O
60. O=C(NCc1ccco1)c1ccc2c(=O)n(CCC3=CCCCC3)c(=O)[nH]c2c1
59. Cc1ccnc(NC(=O)CCC(=O)N(CC(=O)NCCc2ccccc2)Cc2ccco2)c1
assay / entry	58	57	60	59
Lipid storage S3	?	?	0.0%	-17.3%
Lipid storage S3 cell count max	nt	nt	1.8	-15.0

# Next structures.
61. O=C(NC1CCN(C(=O)Nc2ccc(F)cc2)CC1)c1ccccc1F
62. CCCCNc1nc2ccccc2n1CC(=O)N1CCc2ccccc2C1
63. Cc1ccc(-c2nc(NC(=O)c3nn(C)cc3[N+](=O)[O-])sc2C)cc1C
64. CCOC(=O)Nc1sc(NS(=O)(=O)c2ccccc2)nc1C
65. Cc1cc(NC(=O)Cn2nnc(-c3ccccc3NC(=O)c3ccccc3F)n2)no1
assay / entry	61	62	63	64	65
Lipid storage S3	6.51µM*	11.3%	?	?	i
Lipid storage S3 cell count max	nt	-7.9	nt	nt	11.7

66. Cc1ccc(/C=N/NC(=O)C(NC(=O)c2ccccc2)c2n[nH]c(=O)c3ccccc23)cc1 (centres undefined)
67. CCN(CC(=O)Nc1ccc2c(c1)OCCO2)C(=O)c1ccc(C(F)(F)F)cc1
68. CCCCNC(=O)CNC(=S)N(Cc1ccccc1F)C1CCCCC1
69. O=c1[nH]c(SCc2ccccc2F)nc2ccccc12
70. COc1ccc(CCNC(=O)COc2coc(CN3c4ccccc4CC3C)cc2=O)cc1OC (centres undefined)
assay / entry	66	67	68	69	70
Lipid storage S3	-3.6%	3.4%[0.0737 µM]	?	0.0%	?
Lipid storage S3 cell count max	-12.9	nt	nt	-14.0	nt

71. Cc1oc(/N=C/c2ccccc2)c(C#N)c1C
72. O=C(NNc1ccccn1)C(=O)NNS(=O)(=O)c1ccc(F)cc1
73. COc1ccc(CNC(=O)CCN2C(=O)[C@@H]3Cc4ccccc4CN3C2=O)cc1
74. COCCn1c(C23CC4CC(CC(C4)C2)C3)n[nH]c1=S
75. O=C(Nc1ccc(Br)cc1F)c1ccc2nsnc2c1
assay / entry	71	72	73	74	75
Lipid storage S3	9.5%	?	?	?	?
Lipid storage S3 cell count max	1.0	nt	nt	nt	nt

76. CCOc1ccc(Cc2nnc(SCC(=O)Nc3ccccc3)n(N)c2=O)cc1
77. CC1CN(c2ccc([N+](=O)[O-])cc2C#N)CC(C)O1 (centres undefined)
78. C/C=C/c1ccc(OCCCCN2CC(C)CC(C)C2)c(OC)c1 (centres undefined)
79. CCOc1ccc(-c2nc(N)ncc2Oc2ccccc2Br)c(O)c1
80. CN(C)/N=C1\CCS(=O)(=O)c2sccc21
assay / entry	76	77	78	79	80
Lipid storage S3	-20.8%	?	?	?	?
Lipid storage S3 cell count max	-16.6	nt	nt	nt	nt

81. N#CCC(=O)N/N=C/c1cc([N+](=O)[O-])ccc1N1CCOCC1
82. COC(=O)c1ccc(S(=O)(=O)N2Cc3ccccc3C2)cc1
83. CC(OC(=O)Cc1c(F)cccc1Cl)C(=O)NCCC1=CCCCC1 (centres undefined)
84. Cc1cccc(-n2c(C)cc(C(=S)N3CCOCC3)c2C)c1C
85. CC1CCN(C(=O)/C(=C\c2ccccc2F)NC(=O)c2ccccc2)CC1
assay / entry	81	82	83	84	85
Lipid storage S3	?	?	?	-0.1%	?
Lipid storage S3 cell count max	nt	nt	nt	-7.5	nt

86. Cc1ccc(Cl)c(OCC(=O)OCC(=O)NC2CCCc3ccccc32)c1 (centres undefined)
87. CCOc1ccc(N2C(=O)c3cccnc3C2Nc2ccc(C)c(C)c2)cc1 (centres undefined)
88. O=C(COC(=O)CSc1nnc(-c2ccc(Cl)cc2)o1)Nc1cc(Cl)ccc1Cl
89. O=C(NCCc1cccc(F)c1)/C(=C/c1cccnc1)NC(=O)c1ccccc1
90. S=C(NCc1ccco1)Nc1ccc(Br)cc1Cl
assay / entry	86	87	88	89	90
Lipid storage S3	12.3%	?	23.1%	15.0%	?
Lipid storage S3 cell count max	3.4	nt	15.1	-0.1	nt

91. COc1ccc(-c2cnn3cc(-c4cccc(Cl)c4)cnc23)cc1
92. O=C(/C=C/c1c(F)cccc1Cl)c1ccc(F)cc1
93. CCOc1ccc(N2C(=O)Nc3ccccc3C2(O)C(=O)NCc2ccc(C)cc2)cc1 (centres undefined)
94. Cc1ccsc1C(=O)NCC(=O)OCc1ccccc1
95. CCOC(=O)c1sc(NC(C)=O)nc1C
assay / entry	91	92	93	94	95
Lipid storage S3	8.5%	?	i	-20.6%	i
Lipid storage S3 cell count max	17.0	nt	nt	5.6	nt

96. CCOC(=O)Cc1csc(NC(=S)NC(=O)c2cccc([N+](=O)[O-])c2)n1
97. CCOc1cc(/C=N/NC(=O)Cn2nc([N+](=O)[O-])cc2C)cc(Br)c1OCc1ccccc1C
98. N#Cc1c2n(c(=S)n(-c3ccccc3[N+](=O)[O-])c1=O)CCCCC2
99. O=S(=O)(Nc1c(S(=O)(=O)c2ccccc2)c2nc3ccccc3nc2n1C1CCCCC1)c1ccccc1
100. NC(=O)c1ccc(NC(=O)Nc2ccc3c(c2)OCO3)cc1
101. Cn1c(CNC(=O)c2ccc(F)cc2)nc2ccccc21
102. Cc1ccc(S(=O)(=O)Nc2cc(-c3nn(C)c(=O)c4ccccc34)ccc2N2CCOCC2)cc1
103. CC(=C\C(=O)O)/C(=C/c1ccco1)C(=O)O
assay / entry	96	97	98	99	100	101	102	103
Lipid storage S3	-8.3%	?	i	?	?	i	?	-14.1%
Lipid storage S3 cell count max	4.2	nt	nt	nt	nt	nt	nt	2.4
